# High-throughput results from PubChem.
# Bcl-xL primary: Bcl-xL (human) inhibition; Q07817; AID 2129; hit rate 0.7% among 320,000; GST-Bcl-xL / FITC-Bim BH3 peptide fluorescence polarization; inhibition, % at 10.9 µM;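 active = inhibition above the mean of all tested compounds plus 3 SD, cutoff set per campaign, cut at about 30% in these data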;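 note: 0% = DMSO wells and 100% = unlabeled Bim-BH3 peptide competitor; inhibitors lower millipolarization by displacing the labeled peptide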
# Fam108B counter: blocks mouse Fam108B hydrolase in RBBP9 counter-screen. hit rate 0.33% among 300,000. recombinant Fam108B, FP-Rh probe fluorescence polarization. inhibition, % at 9.51 µM;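 active = inhibition above the screen mean inhibition plus 3 SD, computed separately per campaign, cut at about 18% in these data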;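 note: inhibitors lower polarization as less probe binds the enzyme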
# PME-1 inh: blocks human protein phosphatase methylesterase 1. Q9Y570. recombinant PME-1, FP-Rh probe fluorescence polarization. inhibition, % at 5.9 µM. hit rate 0.53% among 320,000. AID 2130;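 active = inhibition above the campaign mean of all compounds plus 3 SD, cut at about 26% in these data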;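 note: competitive labeling of PME-1 active site by serine hydrolase directed probe; 0% = PME-1 with DMSO and 100% = wells lacking PME-1 enzyme; inhibitors block probe labeling so polarization falls and inhibition rises; many of its hits are not listed in these tables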
# GLD-1 TGE inh: GLD-1-TGE RNA interaction inhibition (C. elegans); hit rate 0.44% among 320,000; purified GLD-1 + fluorescein TGE RNA, fluorescence polarization; inhibition, % at 5.96 µM; AID 2280;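 active = percent inhibition above a per-plate cutoff, the plate mean of test compounds plus 3 SD, cut at about 30% in these data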;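 note: 0% = DMSO wells with GLD-1 and probe and 100% = wells lacking GLD-1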
# Efflux pump inh: blocks antifungal efflux pumps in multiplex yeast assay. S. cerevisiae Candida pump triplex, Nile Red efflux. inhibition, % at 10 µM. hit rate 0.44% among 330,000. AID 485275;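 active = plate passing quality check with inhibition over a set limit, or well fluorescence over plate mean plus 4 SD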;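 note: Nile Red retained in pooled yeast measured as flow cytometry median fluorescence; 0% = buffer negative control and 100% = Enniatin B positive control; higher means more Nile Red kept so more efflux inhibition; some compounds called inactive have numbers as strong as hits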
# VLA-4 inh: inhibition in a human VLA-4 binding assay; hit rate 0.2% among 330,000; AID 2557; P13612; VLA-4 expressing cells, ligand binding flow cytometry; inhibition, % (about 7 µM as worked out from the volumes in the protocol); in the data active = inhibition above about 50%
# Target sequence (P13612 whole entry, looked up): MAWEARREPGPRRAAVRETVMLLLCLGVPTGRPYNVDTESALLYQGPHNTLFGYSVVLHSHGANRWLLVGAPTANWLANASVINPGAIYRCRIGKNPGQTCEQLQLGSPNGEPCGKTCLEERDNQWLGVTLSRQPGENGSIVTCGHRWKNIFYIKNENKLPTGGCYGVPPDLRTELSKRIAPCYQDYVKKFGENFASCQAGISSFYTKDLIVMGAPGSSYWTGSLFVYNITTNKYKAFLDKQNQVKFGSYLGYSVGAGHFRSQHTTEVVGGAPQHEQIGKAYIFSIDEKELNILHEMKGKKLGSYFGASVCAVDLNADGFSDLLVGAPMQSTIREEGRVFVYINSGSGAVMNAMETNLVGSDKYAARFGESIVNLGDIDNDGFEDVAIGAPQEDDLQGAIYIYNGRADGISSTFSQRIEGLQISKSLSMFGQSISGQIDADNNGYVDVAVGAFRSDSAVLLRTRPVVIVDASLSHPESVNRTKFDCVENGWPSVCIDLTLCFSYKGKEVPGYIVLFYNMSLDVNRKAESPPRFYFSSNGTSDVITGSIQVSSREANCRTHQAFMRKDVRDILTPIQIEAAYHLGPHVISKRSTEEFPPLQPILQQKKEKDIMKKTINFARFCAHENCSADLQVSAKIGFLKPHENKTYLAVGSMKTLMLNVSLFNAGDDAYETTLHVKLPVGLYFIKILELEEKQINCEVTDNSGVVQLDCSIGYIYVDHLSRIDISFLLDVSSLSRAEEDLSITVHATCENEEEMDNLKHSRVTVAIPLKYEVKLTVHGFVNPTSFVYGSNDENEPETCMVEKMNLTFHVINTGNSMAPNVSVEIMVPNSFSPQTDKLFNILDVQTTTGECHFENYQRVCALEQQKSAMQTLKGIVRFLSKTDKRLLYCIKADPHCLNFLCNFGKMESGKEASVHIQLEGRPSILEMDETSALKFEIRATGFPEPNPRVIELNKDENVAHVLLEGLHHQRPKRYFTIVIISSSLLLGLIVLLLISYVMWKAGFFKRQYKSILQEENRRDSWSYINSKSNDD
# MEX-5 binding: C. elegans MEX-5 TCR-2 RNA binding activity. Q9XUB2. MEX-5/FITC-TCR2 RNA binding, fluorescence polarization; active compounds read low. activity score (negative = inhibition of binding), % at 10 µM. hit rate 0.38% among 300,000;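 active = inhibition past about -25% in most replicates, and total fluorescence under double the plate's negative control median, limit read from the data; inconclusive = replicates evenly split on the limit, or fluorescence at least double controls; inactive = too little inhibition in most replicates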;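 note: 0% = DMSO and -100% = 5 µM competing unlabeled TCR2 RNA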
# GRK2 aptamer HTS: human GRK2 inhibition via aptamer displacement | P25098 | bead flow cytometry, FAM-aptamer displacement from GRK2 | inhibition of aptamer binding, % at 10 µM | hit rate 0.59% among 330,000 | AID 488847;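 active = inhibition of aptamer binding above 40%, roughly 3 SD of noise, on plates passing a quality check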;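 note: median bead fluorescence of bound FAM aptamer so fluorescent compounds give negative values; no value below 0 was filed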
# MCL1 BIM primary: disrupts human MCL1 binding to BIM-BH3 peptide. hit rate 0.68% among 320,000. Q07820. GST-MCL1 / FITC-Bim-BH3 fluorescence polarization. inhibition, % at 10.9 µM;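 active = inhibition above the mean inhibition of all tested compounds plus 3 SD, set per campaign, cut at about 40% in these data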;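 note: 0% = DMSO wells and 100% = unlabeled Bim-BH3 peptide control; higher means more loss of mP so more displacement of Bim peptide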
# The depositor's hits bear a star; ? = inconclusive; / = no result given.
# A first look (6 entries):
# The line under a structure holds: Bcl-xL primary	Fam108B counter	PME-1 inh	GLD-1 TGE inh	Efflux pump inh	VLA-4 inh	MEX-5 binding	GRK2 aptamer HTS	MCL1 BIM primary
- CSc1ccc(-c2sc(Nc3ccccc3)n[n+]2-c2ccccc2)cc1
→ 1	0	-12	-7	-0.1	-25	-2.5	7	-1
- Cc1cc(C)c(S(=O)(=O)NNC(=O)C2CCN(Cc3ccccc3)CC2)c(C)c1
→ 4	-1	-3	-2	0.0	-2	1.9	0	-5
- O=C1N(C2CCCC2)C[C@@H]2C[C@@H](c3cn[nH]c3-c3ccc(Cl)cc3)N3CCC[C@@]123
→ 2	1	-10	-5	-0.2	-9	0.7	0	3
- COC(=O)CSc1nc(NC(C)=O)nc(C)c1Br
→ 8	3	1	5	0.0	-14	-5.0	2	5
- C(=C\c1ccccc1)/CSc1nnc(-c2ccncc2)n1Cc1ccco1
→ -1	-1	-7	4	-0.1	9	-0.5	0	-6
- CCOC(=O)C1=C(C)N(C)C(=O)NC1c1ccccc1OC (stereo not given)
→ 8	3	6	-4	-0.1	6	-0.1	4	5

# Results (from the top)
# The line under a structure holds: Bcl-xL primary	Fam108B counter	PME-1 inh	GLD-1 TGE inh	Efflux pump inh	VLA-4 inh	MEX-5 binding	GRK2 aptamer HTS	MCL1 BIM primary
- CSc1ccc(-c2sc(Nc3ccccc3)n[n+]2-c2ccccc2)cc1
→ 1	0	-12	-7	-0.1	-25	-2.5	7	-1
- Cc1cc(C)c(S(=O)(=O)NNC(=O)C2CCN(Cc3ccccc3)CC2)c(C)c1
→ 4	-1	-3	-2	0.0	-2	1.9	0	-5
- O=C1N(C2CCCC2)C[C@@H]2C[C@@H](c3cn[nH]c3-c3ccc(Cl)cc3)N3CCC[C@@]123
→ 2	1	-10	-5	-0.2	-9	0.7	0	3
- COC(=O)CSc1nc(NC(C)=O)nc(C)c1Br
→ 8	3	1	5	0.0	-14	-5.0	2	5
- C(=C\c1ccccc1)/CSc1nnc(-c2ccncc2)n1Cc1ccco1
→ -1	-1	-7	4	-0.1	9	-0.5	0	-6
- CCOC(=O)C1=C(C)N(C)C(=O)NC1c1ccccc1OC (stereo not given)
→ 8	3	6	-4	-0.1	6	-0.1	4	5
- Cc1cc(C2=NNC(=Nc3ccc(S(=O)(=O)N4CCOCC4)cc3)SC2)c(C)n1C
→ 5	1	-8	-10	0.1	6	0.4	4	1
- COc1cccc(CNC(=O)COC(=O)c2nn(C)c(=O)c3ccccc23)c1
→ /	/	/	-1	0.1	0	/	3	/
- O=C(OCC(=O)N1CCC(Cc2ccccc2)CC1)c1cccnc1Cl
→ /	/	/	6	0.2	-10	/	0	/
- Cc1ccc(S(=O)(=O)CC(=O)N(CCCN2CCOCC2)c2nc3c(F)cccc3s2)cc1
→ 6	0	-4	9	-0.1	15	4.3	2	-3
- COc1cccc(C(=O)Nc2cc(C)nn2-c2ccccc2)c1OC
→ 3	4	-6	-1	-0.1	0	2.7	1	-6
- COc1ccccc1N1CCN(C2CCN(S(=O)(=O)c3ccc(C)cc3)CC2)CC1
→ 3	-1	-3	-1	-0.1	5	1.8	0	7
- COC(CNc1ncnc2sc(-c3ccccc3)cc12)OC
→ 1	2	-3	2	0.1	-3	2.9	1	2
- COC(=O)c1sccc1NC(=O)c1cccc(Cl)c1
→ 6	1	0	1	0.0	-8	-1.1	2	5
- Cc1ccccc1Nc1nnc(SCC(=O)Nc2ccccc2[N+](=O)[O-])s1
→ 9	-1	-4	-5	0.8	-18	1.3	1	3
- COc1ccc(CC2(CO)CCN(C(C)Cc3ccc(Cl)cc3)CC2)cc1 (stereo not given)
→ 5	3	-6	-2	0.0	0	2.3	0	0
- O=C(NCC1CCCO1)c1cc(C(=O)C2CCCCC2)c[nH]1 (stereo not given)
→ 9	2	-3	1	-0.1	-6	-1.4	1	2
- CCc1ccc(OCC(=O)Nc2ccncc2)cc1
→ 3	-4	-105	5	-0.1	17	1.3	0	3
- CC1CCC(N2CCN(c3ncccn3)CC2)C1 (stereo not given)
→ 0	-3	-2	0	0.0	-2	-1.6	3	0
- CCCCn1c(S(=O)(=O)O)nc2ccccc21
→ 11	2	-4	2	-0.1	0	1.7	0	12
- O=C(C[n+]1ccc2ccccc2c1)c1cccc2ccccc12
→ 1	4	0	-5	0.1	-10	-2.6	0	1
- COc1cc(/C=C(\C#N)C(=O)Nc2ccccn2)ccc1O
→ -12	2	4	-31	0.0	8	1.6	0	-27
- O=C(O)c1ccc(-c2nc(-c3ccccc3)c(-c3ccccc3)[nH]2)cc1
→ 14	5	0	3	0.1	26	-1.4	0	4
- Cc1nc(N/N=C/c2ccccn2)sc1C
→ 1	-2	-9	-1	0.0	7	/	2	-1
- Cc1ccccc1NC(=O)C1CCCN(c2ncnc3onc(-c4ccc(F)cc4)c23)C1 (stereo not given)
→ 4	-2	1	0	0.1	12	1.1	0	-9
- C[C@H](CO)N1C[C@H](C)[C@@H](CN(C)C(=O)Nc2ccc3c(c2)OCO3)Oc2ccc(NC(=O)Cn3cnnn3)cc2C1=O
→ /	/	/	-1	-0.3	-2	/	0	/
- Cc1cccc(/C=C2\Sc3ccc(C(=O)NCC4CCCO4)cc3N(C)C2=O)c1 (stereo not given)
→ 4	-3	1	3	-0.5	22	1.4	2	1
- COc1ccc(NC(=O)CSc2nnc(C3CCCCC3)n2-c2ccccc2)cc1
→ -3	-1	-3	-1	0.4	44	-4.8	4	-11
- Cc1c(C)c2c(OCC(=O)NCCCO)cc3c(c2oc1=O)CCC(C)(C)O3
→ 3	0	-2	-6	0.0	7	2.2	1	3
- C/C(=N\NC(=O)c1nnn(-c2nonc2N)c1COc1ccc(F)cc1)c1ccc(Cl)cc1
→ -3	-3	0	2	0.1	0	-3.1	3	3
- COC(=O)c1ccccc1NC(=S)NC(C)=O
→ 2	3	0	-7	-0.1	0	3.5	0	-1
- Fc1cccc(NCc2cn3ccccc3n2)c1
→ 7	3	-7	4	0.1	11	-0.7	1	13
- CCOC(=O)c1c(C)c(C(=O)NCc2cccnc2)c(C)n1C
→ 0	0	-1	3	0.0	7	3.6	1	2
- C=CCn1c(-c2ccccc2)c[nH]c1=S
→ -28	-3	4	4	-0.3	13	-0.8	0	-15
- Cc1sc2ncnc(SCC#N)c2c1C
→ -4	-1	-14	-6	-0.2	-15	-2.0	0	5
- COc1ccc(CCNC(=O)C2CC2)cc1OC
→ -1	-1	-1	-1	-0.1	7	1.8	0	3
- CC(=O)Nc1ccc(C(=O)COC(=O)c2c(C)noc2C)c(F)c1
→ -1	/	2	4	-0.1	-9	/	4	2
- Cc1ccc(S(=O)(=O)N2CC(O)C[C@H]2C(=O)OCC(=O)Nc2ccc(N3CCCCC3)cc2)cc1C (stereo not given in full)
→ 2	8	5	7	0.1	-6	-0.2	1	1
- O=C(Nc1ccc(F)cc1)N1CCC(c2nc3c(nnn3Cc3ccccc3Cl)c(=O)[nH]2)CC1
→ 2	-5	4	13	0.0	-1	-1.9	1	3
- C=CCN1C(=O)c2cccc3c(N4CCCCC4)ccc(c23)C1=O
→ 1	2	0	151*	0.1	0	?	6	-12
- CC(C)(CO)NC(=O)C(Cc1ccccc1)N1C(=O)c2ccccc2C1=O (stereo not given)
→ 3	2	3	6	0.0	16	0.5	2	2
- c1ccc(N2CC[N+]3(CCCC3)CC2)nc1
→ 3	3	3	11	0.2	17	0.0	3	4
- N#Cc1cnn2ccc(-c3ccc4c(c3)CCC4)nc12
→ 1	-2	-3	1	-0.2	8	-1.6	0	-2
- CCCCNc1c(-c2ccc(OC)c(SC(C)CC)c2)nc2ccc(Cl)cn12 (stereo not given)
→ /	/	/	-7	-0.2	-19	/	5	/
- Cc1ccc(NC(=O)CCCNC(=O)c2ccc(Cl)cc2)c(Br)c1
→ -1	-4	-2	0	3.0	0	0.8	15	-15
- Cc1cccc(OCC(O)CN2C(C)(C)CC(O)CC2(C)C)c1C (stereo not given)
→ 3	-1	2	-4	0.1	3	2.0	4	5
- CCN(CC)S(=O)(=O)c1ccc(N(C)CCc2ccc(OC)c(OC)c2)nc1
→ 4	0	-3	11	-0.2	0	-1.5	1	1
- COc1ccc(Cc2c3cc(OC)c(OC)cc3cc[n+]2C)cc1OC
→ -10	1	-1	6	0.0	6	-0.4	0	-13
- COc1ccc(Oc2ccc(-c3ccn[nH]3)cc2)cc1
→ 5	-1	-3	10	-0.1	-5	0.5	3	6
- CCCCn1c(N)c(N(CC(C)C)C(=O)c2ccc(Cl)c(S(=O)(=O)N3CCCC3)c2)c(=O)[nH]c1=O
→ 0	-2	-1	1	0.2	7	1.1	2	-5
- Cn1nnnc1SCC(=O)N1CCN(S(=O)(=O)c2ccc(Cl)cc2)CC1
→ 0	3	0	3	0.0	1	-2.0	0	-5
- O=C(Nc1ccccn1)c1cc(-c2cccc(Cl)c2)nc2ccccc12
→ 1	-11	-4	1	0.1	1	1.1	0	-3
- Cc1ccc(S(=O)(=O)NCCC(=O)OCC(=O)N2CCCC2=O)cc1C
→ 3	1	8	6	-0.1	0	1.9	1	-1
- Cc1ccnc(NS(=O)(=O)c2ccc(NC(=O)/C=C/c3cccs3)cc2)n1
→ 5	-2	-2	-5	0.0	-38	-2.3	3	12
- Cc1cc(C(=O)Nc2ccccc2)oc(=O)c1
→ 5	-2	1	10	0.2	12	1.6	2	12
- Clc1ccccc1-c1nnc2sc(C3COc4ccccc4O3)nn12 (stereo not given)
→ -3	-8	-9	5	-0.1	-1	/	0	7
- O=C(C1CCN(S(=O)(=O)c2cccs2)CC1)N1CCCC(C(F)(F)F)C1 (stereo not given)
→ 2	5	16	2	0.3	5	-1.5	0	-4
- C/C(CC(=O)Nc1ccc2c(c1)OCO2)=N\NC(=O)c1ccccc1N
→ 3	-1	0	4	-0.2	0	-1.0	0	8
- Cc1ccccc1CC1SC(N=C(N)N)=NC1=O (stereo not given)
→ 1	1	-5	0	0.0	7	-2.7	0	3
- CCN(c1ccccc1)S(=O)(=O)c1cc(OC)ccc1OC
→ 6	1	0	-1	-0.1	/	0.0	1	3
- CCc1cccc(C)c1NC(=O)CSc1nnc(-c2cc3cc(Br)ccc3o2)n1CC
→ -6	-2	-3	8	0.1	7	-0.7	0	-4

# This is a subset, so the mix of outcomes need not match the whole.
